RECQ1 helicase: qHTS Assay for Inhibitors of RecQ-Like Dna Helicase 1 (RECQ1) | ATP-dependent DNA helicase Q1 (Homo sapiens), P46063 | RECQ1 DNA unwinding, red fluorescence kinetic read | Potency, µM (series often up to 57.3 µM), without a hit: at the highest dose activity, negative = inhibition, most hits filed as inhibitors | actives 0.54% (n = 240,000) | AID 2549, 2010;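 further: plate controls were vehicle for no effect and no enzyme for full effect; nearly all actives have a fitted effect of over 30% in size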
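50 nM RECQ1T1 preincubated 15 min with compound in Tris pH 8.0 buffer with MgCl2, DTT, Tween-20 and 2.5 ug/ml poly(dI-dC); started with 200 nM TAMRA/BHQ-2 forked duplex and 2 mM ATP. Unwinding read as fluorescence (525/598 nm), two reads 2 h apart.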
Tau ThT inhib: qHTS for Inhibitors of Tau Fibril Formation, Thioflavin T Binding | Microtubule-associated protein tau (Homo sapiens), P10636 | recombinant tau K18 P301L (four-repeat tau fragment), heparin-induced fibrillization, ThT fluorescence | Potency, µM (doses to about 57.4 µM), for inactives: top-dose activity, negative = inhibition, most hits filed as inhibitors | actives 2.1% (n = 270,000); further: nearly all actives have a fitted effect of over 55% in size
Target sequence (P10636 561-689 P618L limits assumed): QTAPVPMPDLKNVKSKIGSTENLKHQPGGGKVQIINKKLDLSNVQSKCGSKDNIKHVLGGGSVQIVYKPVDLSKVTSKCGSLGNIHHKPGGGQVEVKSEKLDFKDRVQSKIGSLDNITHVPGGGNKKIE
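In this qHTS, human K18 P301L tau is incubated with compound and heparin for 6 hr at 37 C, and Thioflavin T fluorescence then reports fibril load.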
TRb-SRC2 inh: qHTS for Inhibitors of the Interaction of Thyroid Hormone Receptor and Steroid Receptor Coregulator 2; actives 0.065% (n = 280,000); Potency, µM (titrated, usually from 106 µM), without a hit: top-dose activity change, negative = inhibition, hits mostly inhibitors; Thyroid hormone receptor beta (Homo sapiens), P10828; TRbeta-SRC2 peptide binding, fluorescence polarization; receptor liganded with 1 µM T3;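 further: plate controls were bound peptide for no effect and peptide without receptor for full effect; nearly all actives have a fitted effect of over 50% in size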
Target sequence (P10828 whole entry, looked up): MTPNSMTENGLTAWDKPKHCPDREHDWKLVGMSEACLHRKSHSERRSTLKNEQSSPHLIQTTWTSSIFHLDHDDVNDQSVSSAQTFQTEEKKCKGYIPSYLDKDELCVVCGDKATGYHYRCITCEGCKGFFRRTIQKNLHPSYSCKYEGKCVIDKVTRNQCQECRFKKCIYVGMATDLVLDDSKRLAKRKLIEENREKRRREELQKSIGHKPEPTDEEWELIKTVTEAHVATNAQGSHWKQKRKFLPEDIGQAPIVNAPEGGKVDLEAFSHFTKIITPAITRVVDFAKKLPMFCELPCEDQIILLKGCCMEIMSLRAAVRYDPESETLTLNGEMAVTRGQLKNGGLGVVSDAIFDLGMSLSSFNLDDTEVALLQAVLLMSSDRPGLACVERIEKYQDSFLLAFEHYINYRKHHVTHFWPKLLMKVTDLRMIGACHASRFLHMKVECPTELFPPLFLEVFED
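Human TRb LBD (0.6 uM) plus Texas Red-labeled SRC2 peptide (20 nM), 1uM T3, 5% DMSO, 5 hr at ambient temperature. Decreased polarization (555/632 nm) flags inhibition; data normalized to free and bound peptide controls.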
TR SRC2 fluor cs: Total Fluorescence Counterscreen for Inhibitors of the Interaction of Thyroid Hormone Receptor and Steroid Receptor Coregulator 2. TRb/SRC2 Texas Red total fluorescence interference. Potency, µM (series often up to 106 µM), inactives show at the highest dose fluorescence change, negative = quenching. actives 0.29% (n = 280,000); active means well fitted curve in either direction with a large enough effect; inconclusive means small, poorly fitted or top-dose-only effect
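Flags fluorescent or light-absorbing compounds by total fluorescence, S + 2P, at 555 nm excitation and 632 nm emission. Mixture: 20 nM Texas Red SRC2 peptide, 0.6 uM human TRb LBD, 1 uM T3, 5% DMSO; compound exposure 5 h at ambient temperature.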
RGS12 GoLoco inh: qHTS Assay for Inhibitors of RGS12 GoLoco Motif Activity (Red Fluorophore). Gai1:RGS12 GoLoco peptide FP, rhodamine, 10 min. Potency, µM (series often up to 61.6 µM), without a hit: at the highest dose activity, negative = inhibition, hits mostly inhibitors. actives 0.44% (n = 230,000); active means well fitted inhibition curve with a large enough effect, not every such curve was filed as active; inactive means no such curve, though single readings can be large or run the other way; further: nearly all actives have a fitted effect of over 30% in size; many of its hits are not listed in these tables
Target sequence (P63096 whole entry, looked up): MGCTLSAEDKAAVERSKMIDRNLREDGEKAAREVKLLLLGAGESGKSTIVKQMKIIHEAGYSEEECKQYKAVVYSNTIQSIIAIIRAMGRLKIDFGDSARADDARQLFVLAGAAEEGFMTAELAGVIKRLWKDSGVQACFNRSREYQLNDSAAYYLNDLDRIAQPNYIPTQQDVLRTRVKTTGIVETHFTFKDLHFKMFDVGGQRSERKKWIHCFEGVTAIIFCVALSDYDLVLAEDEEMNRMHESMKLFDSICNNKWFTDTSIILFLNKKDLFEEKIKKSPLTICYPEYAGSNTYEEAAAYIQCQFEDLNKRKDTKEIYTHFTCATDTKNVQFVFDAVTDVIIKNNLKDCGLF
Tau fibril FP: qHTS for Inhibitors of Tau Fibril Formation, Fluorescence Polarization. K18 P301L tau heparin fibrillization, Alexa594 FP, 6 h. Potency, µM (highest dose often 57.7 µM), without a hit: at the top dose activity, negative = inhibition, actives largely listed as inhibitors. actives 0.39% (n = 280,000); further: nearly all actives have a fitted effect of over 55% in size
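Quantitative HTS format: compounds meet 15 uM recombinant K18 P301L tau and Alexa 594-tau tracer in 100 mM sodium acetate pH 7; 20 uM heparin triggers fibrillization at 37 C over 6 hr; FP gives the signal.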
JMJD2E inh: qHTS Assay for Inhibitors of Human Jumonji Domain Containing 2E (JMJD2E); JMJD2E catalytic domain, FDH-coupled NADH fluorescence (FDH is formaldehyde dehydrogenase); Potency, µM (titrated, usually from 57.1 µM), for the others: at the top dose activity change, negative = inhibition, usual class: inhibitors; actives 1.6% (n = 230,000); Lysine-specific demethylase 4E (Homo sapiens), B2RXH2; active means well fitted inhibition curve with a large enough effect, not every such curve was filed as active; inconclusive means small, poorly fitted or top-dose-only effect, or another doubt; inactive means no such curve, though single readings can be large or run the other way;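 further: 0% = wells with enzyme and -100% = buffer wells without enzyme; nearly all actives have a fitted effect of over 50% in size; many of its hits are not listed in these tables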
L3MBTL1 block: qHTS Assay for the Inhibitors of L3MBTL1; Lethal(3)malignant brain tumor-like protein 1 (Homo sapiens), Q9Y468; AlphaScreen L3MBTL1–H3K9me1 peptide binding; Potency, µM (series often up to 57.1 µM), inactives show at the top dose activity, negative = inhibition, usual class: inhibitors; actives 0.66% (n = 230,000); further: nearly all actives have a fitted effect of over 60% in size
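First, the protein-peptide complex forms for 30 min at room temperature (L3MBTL1 50 nM, biotinylated H3K9me1 peptide 75 nM). Next, compounds are pin-transferred and incubated 30 min. Finally, AlphaScreen beads are added and read after 30 min.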
Starred values were filed as active, the others as inactive; i = inactive; ? = inconclusive; . = not tested or not shown; [ ] = another dose, or the depositor's remark. Unless noted, the call rests on the fitted dose curve; in most records, active means well fitted curve in the direction sought with a large enough effect; inconclusive means small, poorly fitted or top-dose-only effect, or another doubt; inactive means no such curve, though single readings can be large; an effect the other way counts as inactive or inconclusive. Unless noted, on the % scale 0 is the no-effect control and ±100 the full control effect; potency means the concentration at half of the fitted maximal effect. Not all compounds are listed; count on the stated rates, not on these rows.

#	Molecule	RECQ1 helicase	Tau ThT inhib	TRb-SRC2 inh	TR SRC2 fluor cs	RGS12 GoLoco inh	Tau fibril FP	JMJD2E inh	L3MBTL1 block
1	COc1cccc(C(=O)Nc2nnc(S(=O)(=O)N3CCOCC3)s2)c1	.	3.2µM*	-5%	?	.	0%	.	.
2	OCC1(CCCc2ccccc2)CCN(C2CCSCC2)CC1	i	-3%	-5%	-2%	-11%	-2%	7%	3%
3	C1CCN2CC3CC(CN4CCCC[C@@H]34)C2C1 (stereo not given in full)	i	-6%	-1%	-3%	-5%	-2%	-5%	.
4	CC(C)C(=O)N1c2nc(C(C)C)nn2C2(CCCCC2)[C@@H]2CCCC[C@@H]21	.	-5%	-3%	-26%	.	-5%	.	.
5	Cc1c(C(=O)N2CC(C)OC(C)C2)sc2nc(-c3ccccc3)cn12 (stereo not given)	6%	-14%	-5%	-3%	2%	7%	4%	0%
6	CCC(=O)Nc1ccc(C(=O)NCc2ccccn2)cc1	i	2%	-4%	0%	-1%	-2%	2%	1%
7	Cc1ccc(CNC(=O)CCc2c(C)c3ccc(O)c(C)c3oc2=O)cc1	.	-5%	10%	-11%	.	-9%	.	.
8	CCCCN1CCc2nc(Nc3ccc(OC)cc3OC)ncc2C1	.	-8%	-7%	0%	.	10%	.	.
9	CC(C)OCCCNc1nc2c(-c3ccccc3)nnn2c2ccccc12	-7%	-5%	2%	-1%	-3%	-1%	0%	25%
10	COc1ccc(S(=O)(=O)N(c2onc(C)c2Cl)S(=O)(=O)c2ccc(OC)c(OC)c2)cc1OC	-9%	-9%	0%	0%	5%	0%	-10%	7%
11	CC(=O)C1=C(C)NC(=S)NC1c1cc([N+](=O)[O-])ccc1O (stereo not given)	-5%	-12%	5%	-1%	0%	-1%	-19%	5%
12	O=C(Cc1c[nH]c2ccccc12)N1CCN(c2ccccc2)CC1	-1%	-12%	-4%	-2%	3%	0%	0%	-14%
13	O=C(CNC(=O)c1ccc2c(c1)OCCO2)N/N=C/c1ccc(Cl)cc1	-4%	-3%	6%	2%	-1%	11%	-6%	.
14	CCCN1Cc2cccc(C(=O)NC(CC(=O)OCC)c3ccc(OC(C)C)cc3)c2C1=O (stereo not given)	-21%	-16%	6%	-2%	-9%	0%	-11%	.
15	O=C(Cc1ccsc1)NCC(c1ccco1)N1CCCCC1 (stereo not given)	i	-7%	-1%	-6%	17%	-8%	-5%	6%
16	CC(NC(=O)Cn1nc(-c2ccccc2)c2ccccc2c1=O)c1ccccc1 (stereo not given)	1%	-10%	-6%	-1%	5%	12%	-2%	-11%
17	COc1ccc(-n2cnnc2)cc1	i	-2%	-6%	-5%	-3%	-11%	0%	4%
18	COc1ccc(NC(=O)c2cc3c(=O)n(Cc4ccco4)ccc3nc2C)cc1	.	-8%	6%	0%	.	3%	.	.
19	Cn1c(NCc2cccnc2)nc2c1c(=O)n(Cc1ccccc1F)c(=O)n2C	-5%	-2%	-9%	-3%	6%	13%	2%	-6%
20	Cc1cc(C(=O)COc2ccc(-c3nnco3)cc2)c(C)n1Cc1ccccc1	-13%	?	0%	2%	22%	1%	-3%	-12%
21	COc1cc(Cl)c(C)cc1Nc1nc2ccccc2c2nnc(C)n12	.	-3%	-2%	3%	.	-2%	.	.
22	Cc1c(NC(=O)c2ccc(Cl)cc2)cc(C(C)C)c(O)c1S(=O)(=O)c1ccc(Cl)cc1	.	-2%	1%	-9%	.	-14%	.	.
23	c1ccc(Cn2nnnc2C(c2cccs2)N2CCSCC2)cc1 (stereo not given)	-8%	-1%	0%	-4%	6%	-3%	-4%	13%
24	COc1ccc(/C=N\N=C2/SC(CC(=O)O)C(=O)N2c2ccc(O)cc2)cc1OC (stereo not given)	-11%	-8%	-2%	1%	1%	1%	-4%	13%
25	c1ccc2c(c1)nc(N1CCN(C3CCCCC3)CC1)c1nnnn12	-11%	5%	7%	5%	-5%	4%	0%	6%

The last 2 compounds of the section above open the next one.
#	Molecule	RECQ1 helicase	Tau ThT inhib	TRb-SRC2 inh	TR SRC2 fluor cs	RGS12 GoLoco inh	Tau fibril FP	JMJD2E inh	L3MBTL1 block
24	COc1ccc(/C=N\N=C2/SC(CC(=O)O)C(=O)N2c2ccc(O)cc2)cc1OC (stereo not given)	-11%	-8%	-2%	1%	1%	1%	-4%	13%
25	c1ccc2c(c1)nc(N1CCN(C3CCCCC3)CC1)c1nnnn12	-11%	5%	7%	5%	-5%	4%	0%	6%
26	CCc1ccc2c(c1)C(c1ccc([N+](=O)[O-])cc1)=NNC(c1ccc(Br)cc1)=N2	-8%	?	6%	-3%	0%	1%	0%	-7%
27	CC1=N/C(=C\c2ccc([N+](=O)[O-])cc2)C(=O)N1c1ccc(Cl)cc1	4%	3%	5%	-6%	40%[activator]	-2%	4%	-16%
28	COC(=O)CSc1nnc(C)c(=O)[nH]1	3%	9%	9%	2%	10%	7%	10%	5%
29	Cc1ccc(NC(=O)COC(=O)c2cccc(N3C(=O)c4ccccc4C3=O)c2)cc1	-2%	5%	-5%	-2%	-4%	?	5%	.
30	COc1ccc(C(=O)CN2CCN(S(=O)(=O)c3ccc(F)cc3)CC2)cc1	.	-3%	-7%	-1%	.	-1%	.	.
31	O=c1c2ccccc2nc(SCc2cc(=O)n3ccsc3n2)n1CCCO	-24%	0%	1%	-6%	5%	13%	?	.
32	O=C(Nc1nccs1)C1CCN(S(=O)(=O)c2ccc3c(c2)OCCCO3)CC1	6%	4%	9%	-3%	-8%	7%	0%	-5%
33	CN1CCN(C(=O)C2=C[C@H](c3coc4ccccc4c3=O)C[C@H](OCc3ccc(CO)cc3)O2)CC1	-4%	0%	0%	-1%	-3%	6%	-7%	4%
34	Cc1oc2cc(O)ccc2c(=O)c1N1C(=O)c2ccccc2C1=O	-2%	-19%	-1%	-1%	.	10%	1%	9%
35	Cn1cc(/C=C2/SC(=O)N(c3ccccc3)C2=O)c2ccccc21	i	6%	-2%	0%	-6%	5%	-3%	-2%
36	O=C(Nc1nc(-c2ccc(Br)cc2)ns1)c1ccc(F)cc1	.	-6%	0%	-28%	.	-5%	.	.
37	O=C(CC1N=C2c3ccccc3N=C(SCc3ccccc3Cl)N2C1=O)NCc1cccs1 (stereo not given)	.	-15%	5%	-2%	.	14%	.	.
38	Cc1cccc(NC(=O)C2SC(=Nc3c(C)cccc3C)C(C(=O)N3CCOCC3)=C2N)c1 (stereo not given)	-4%	7.1µM*	-8%	-2%	-13%	?	-15%	1%
39	Cc1cc(C(=O)O)c(CSCc2cc(C(=O)O)oc2C)o1	-5%	?	-4%	-1%	-3%	-11%	-7%	.
40	Cc1ccc2nc(SC(C)C(=O)NCc3ccc4c(c3)OCO4)[nH]c2c1 (stereo not given)	-6%	0%	-2%	-2%	.	8%	-3%	-10%
41	Cc1ccccc1-c1cncnc1NCCN1CCOCC1	-13%	-6%	5%	-8%	-14%	-11%	-11%	.
42	CC(C)Cn1nc(NS(=O)(=O)c2ccccc2)c2cc3ccccc3nc21	-3%	?	-1%	-2%	2%	4%	9%	-5%
43	O=C(Nc1cccc2c1[nH]c1ccccc12)C(F)(F)F	-8%	?	-18%	-1%	14%	14%	10%	-18%
44	O=C(NCCc1ccccc1)C1CCC(CNS(=O)(=O)c2cccc3cccnc23)CC1 (stereo not given)	-6%	.	-3%	1%	-4%	-3%	6%	.
45	Cc1ccc(SCC(=O)NC(=O)NC(C)C)c(C)c1	-6%	1%	2%	0%	0%	2%	2%	-2%
46	CCCNS(=O)(=O)c1ccc(OCC(=O)NCCCOC)cc1	9%	-3%	4%	1%	-5%	0%	-13%	5%
47	O=C(Nc1cccc(C(=O)O)c1)/C(=C\c1ccc2c(c1)OCO2)NC(=O)c1ccc(Br)cc1	-10%	-14%	4%	-8%	-8%	3%	-18%	.
48	CCC(=O)N1CCN(c2ccc(NC(=O)c3ccc4c(c3)OCO4)cc2)CC1	-9%	?	-4%	-3%	-26%	4%	?	25%
49	COc1cc2ccccc2cc1C(=O)Nc1cccnc1	-3%	?	2%	2%	-2%	-7%	?	27%[11.4 µM]

Looked up by compound from above:
#	Molecule	RECQ1 helicase	Tau ThT inhib	TRb-SRC2 inh	TR SRC2 fluor cs	RGS12 GoLoco inh	Tau fibril FP	JMJD2E inh	L3MBTL1 block
33	CN1CCN(C(=O)C2=C[C@H](c3coc4ccccc4c3=O)C[C@H](OCc3ccc(CO)cc3)O2)CC1	-4%	0%	0%	-1%	-3%	6%	-7%	4%
35	Cn1cc(/C=C2/SC(=O)N(c3ccccc3)C2=O)c2ccccc21	i	6%	-2%	0%	-6%	5%	-3%	-2%
38	Cc1cccc(NC(=O)C2SC(=Nc3c(C)cccc3C)C(C(=O)N3CCOCC3)=C2N)c1 (stereo not given)	-4%	7.1µM*	-8%	-2%	-13%	?	-15%	1%
44	O=C(NCCc1ccccc1)C1CCC(CNS(=O)(=O)c2cccc3cccnc23)CC1 (stereo not given)	-6%	.	-3%	1%	-4%	-3%	6%	.
47	O=C(Nc1cccc(C(=O)O)c1)/C(=C\c1ccc2c(c1)OCO2)NC(=O)c1ccc(Br)cc1	-10%	-14%	4%	-8%	-8%	3%	-18%	.
34	Cc1oc2cc(O)ccc2c(=O)c1N1C(=O)c2ccccc2C1=O	-2%	-19%	-1%	-1%	.	10%	1%	9%

High-throughput results from PubChem.
